mHTT-CaM PPI inh = mHTT-calmodulin interaction abrogation. AID 1671202. inhibition, % at 15 µM. P42858. 190,000 compounds, 3.6% hits. AlphaScreen His-mHTT/GST-CaM binding, luminescence;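 further: 0% = both proteins with DMSO and 100% = one protein alone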
Pf apPOL block = Pf-apPOL DNA polymerase inhibition; Recombinant Pf-apPOL, molecular beacon fluorescence, 1.5 h; inhibition, % at 10 µM; 210,000 compounds, 0.25% hits; AID 1794808
Numbers without * were called inactive; i = inactive; . = not tested or not shown; & = joins results of further samples. No stated cut-off is given here; in the data, active means inhibition above about 50%; inactive means the rest. An excerpt; count on the stated rates, not on these rows.

A first look (16 entries):
SMILES | mHTT-CaM PPI inh | Pf apPOL block
CCOC(CCNS(=O)(=O)c1cc(Br)cc2c1N(C(=O)CC)CC2)OCC | 4 | -10
O=C(NCc1ccccc1Cl)c1ccnc(N2CCNC(c3ccccc3)C2)c1 (configuration not stated) | 9 | 1
COc1cc(/C=C2\C(=O)NC(=O)N(c3ccc(F)cc3)C2=O)cc(Br)c1OC | 19 | 3
C=CCC(COCc1ccccc1)NS(=O)(=O)c1ccccc1Br (configuration not stated) | -35 | -3
O=C(C1CC(=O)N(c2ccc3c(c2)CCN3C(=O)C2CC2)C1)N1CCCC1 (configuration not stated) | 5 | -2
Cc1ccc(C(N)=S)cn1 | . | -8
O=C(Nc1ccccc1Br)c1cc(S(=O)(=O)N2CCOCC2)ccc1F | -2 | 0
CCC(C)NC(=O)CSc1nc2nc(C)c(Cc3cccc(Cl)c3)c(C)n2n1 (configuration not stated) | -2 | -1
CCc1ccc(OCC(=O)Nc2cc(C)c(Cl)cc2OC)cc1 | -26 | -2
O=C(NC1CCCC1)C1CCN(S(=O)(=O)c2ccccc2)CC1 | 2 | 2
COCC(=O)N1CCN(c2ccc([N+](=O)[O-])cc2)CC1 | -1 | -8
O=C(Cc1nc2ccccc2[nH]1)NCc1ccccc1 | 2 | 0
Cc1ccc(C)c(S(=O)(=O)N2CCC(c3noc(-c4cccc(F)c4)n3)CC2)c1 | -35 | -3
O=C1C(=Cc2ccncc2)Oc2c1ccc1c2CN(CCCc2ccccc2)CO1 | 30 | 28
CCOc1cccc(NC(=O)CSc2nc3c([nH]2)c(=O)n(C)c(=O)n3C)c1 | -12 | -10
Cc1cccc(NC(=O)COc2ccc(C)c(C)c2)c1 | -14 | 2

This part in full, from the start:
SMILES | mHTT-CaM PPI inh | Pf apPOL block
CCOC(CCNS(=O)(=O)c1cc(Br)cc2c1N(C(=O)CC)CC2)OCC | 4 | -10
O=C(NCc1ccccc1Cl)c1ccnc(N2CCNC(c3ccccc3)C2)c1 (configuration not stated) | 9 | 1
COc1cc(/C=C2\C(=O)NC(=O)N(c3ccc(F)cc3)C2=O)cc(Br)c1OC | 19 | 3
C=CCC(COCc1ccccc1)NS(=O)(=O)c1ccccc1Br (configuration not stated) | -35 | -3
O=C(C1CC(=O)N(c2ccc3c(c2)CCN3C(=O)C2CC2)C1)N1CCCC1 (configuration not stated) | 5 | -2
Cc1ccc(C(N)=S)cn1 | . | -8
O=C(Nc1ccccc1Br)c1cc(S(=O)(=O)N2CCOCC2)ccc1F | -2 | 0
CCC(C)NC(=O)CSc1nc2nc(C)c(Cc3cccc(Cl)c3)c(C)n2n1 (configuration not stated) | -2 | -1
CCc1ccc(OCC(=O)Nc2cc(C)c(Cl)cc2OC)cc1 | -26 | -2
O=C(NC1CCCC1)C1CCN(S(=O)(=O)c2ccccc2)CC1 | 2 | 2
COCC(=O)N1CCN(c2ccc([N+](=O)[O-])cc2)CC1 | -1 | -8
O=C(Cc1nc2ccccc2[nH]1)NCc1ccccc1 | 2 | 0
Cc1ccc(C)c(S(=O)(=O)N2CCC(c3noc(-c4cccc(F)c4)n3)CC2)c1 | -35 | -3
O=C1C(=Cc2ccncc2)Oc2c1ccc1c2CN(CCCc2ccccc2)CO1 | 30 | 28
CCOc1cccc(NC(=O)CSc2nc3c([nH]2)c(=O)n(C)c(=O)n3C)c1 | -12 | -10
Cc1cccc(NC(=O)COc2ccc(C)c(C)c2)c1 | -14 | 2
O=C(NC1CCCCCC1)c1coc(=O)c2ccccc12 | 0 | 1
O=c1oc(-c2ccco2)cc(-c2ccccc2)c1-c1ccccc1 | 0 | -40
CCC(C)NC(=O)c1ccc(CN2CCOCC2)cc1 (configuration not stated) | -4 | 1
CCNC(=O)c1ccc2c(c1)CCN2C(=O)C1CC1 | -3 | -2
CC(=O)Nc1ccc(-c2noc(C3CCN(C(=O)Cc4ccc(F)cc4)CC3)n2)cc1 | 4 | -1
O=C(NCCO)/C(=C\c1ccc2c(c1)OCO2)NC(=O)c1ccccc1Cl | 3 | 5
O=C1N=C(N2CCOCC2)SC1=Cc1ccc(-c2ccccc2[N+](=O)[O-])o1 | 19 | 0
Cc1sc(NC(=O)C2CCCO2)nc1-c1ccccc1 (configuration not stated) | -5 | 0
COc1nccnc1N1CCC(NS(=O)(=O)c2cccs2)C1 (configuration not stated) | 3 | -2
COc1ccccc1N=Cc1[nH]c2ccc(Br)c(Cl)c2c1O | 3 | -3
CC(=O)Oc1cc(OC(C)=O)c2c(-c3ccc([N+](=O)[O-])cc3)cc(=O)oc2c1 | -1 | 8
C/C=C/S(=O)(=O)c1ccccc1[N+](=O)[O-] | 1 | 2
CCOC(=O)c1ccccc1NC(=O)Cn1nc2n(c(=O)c1=O)CCN2c1ccccc1 | -2 | -8
CC(C)=CCCC1(C)OC(=O)N(CCNC(=O)c2ccnn2C)C1(C)O (configuration not stated) | -3 | 0
O=C(CCc1nnc(-c2cccc(C(F)(F)F)c2)[nH]c1=O)NC1CCCC1 | 9 | -1
Cc1ccc(NC(=S)Nc2ccc(C)c(Cl)c2)cc1Cl | . | -6
O=C(NCc1ccc2c(c1)OCO2)c1c[nH]c2ccc(S(=O)(=O)N3CCOCC3)cc2c1=O | 11 | -6
CCOCCCNC(=O)CSc1nc2nc(C)c(Cc3c(F)cccc3Cl)c(C)n2n1 | 1 | -7
O=C(C=Cc1ccccc1)NCCc1ccoc1 | 0 | -21
CCOC(=O)N1CCC(NC(=O)c2cccc(N3C(=O)C(C)CS3(=O)=O)c2)CC1 (configuration not stated) | -3 | -1
Cc1ccc2c(c1)CCCN2C(=O)c1scc(S(=O)(=O)c2ccc(Cl)cc2)c1C | . | 1
CCSc1nnc(-c2nn(C)c3c2CN(C(=O)C(C)(C)C)CC3)n1C | -7 | -1
COc1ccc(C2CC(O)(c3ccccc3)Oc3cc(OC)cc(OC)c32)cc1 (configuration not stated) | 92* | -3
CCSc1ccc(-c2noc(C(C)(C)C)n2)cn1 | . | -2
Cc1ccc(C2CC(c3ccc(F)c(Br)c3)n3nnnc3N2)cc1 (configuration not stated) | 61* | -6
OC(CNCCNc1nccc(C(F)(F)F)n1)Cn1ccc2ccccc21 (configuration not stated) | . | 5
CC(C)(C)C(=O)Nc1cccc(OC(F)(F)C(F)Cl)c1 (configuration not stated) | -19&-17 | 2&-4
CNC(=O)c1ccccc1NC(=O)c1c(O)c2cccc3c2n(c1=O)CC3 | -3 | -6
N#CCC(=O)NCCc1ccccn1 | . | 0
C(#Cc1ccccc1)Cn1nnc2ccccc21 | -37 | 0
CN1C(=O)NC(c2ccc(O)cc2)C2=C1CN(Cc1cccnc1)C2=O (configuration not stated) | -8 | 1
CCOc1ccc(-c2c(C#N)c(N)nc(SCC(=O)OCc3ccccc3)c2C#N)cc1 | -16 | 2
O=[N+]([O-])c1cnc(Nc2ccccc2Cl)c([N+](=O)[O-])c1 | 12 | -3
CCc1ccc(CN2CCC(C(=O)NCc3ccco3)CC2)cc1 | 8 | 1
Cc1ccc(-c2n[nH]c3c2CN(S(=O)(=O)c2cccnc2)CC3)cc1 | -4 | -3
Cn1nnnc1SC1=CS(=O)(=O)c2ccccc21 | -4 | .
Cc1cc(CN2CCC(CNS(=O)(=O)c3ccccc3F)CC2)c(C)o1 | -1 | -7
CCCCN(C)Cc1c(C)[nH]c2ccc(Cl)cc2c1=O | -1 | -2
COc1cc(OC)cc(C(=O)N2CCCC(C)(C(=O)NCc3cccc(F)c3)C2)c1 (configuration not stated) | -4 | 2
CC(=O)N=C1SCC(=O)N1c1nonc1NC(C)=O | 15 | .
O=c1c(=O)n2c(nn1Cc1ccc(Br)cc1)N(c1ccc(F)cc1)CC2 | -8 | -2
Cc1nc2c(NC(=O)c3ccc(Cl)cc3)cccn2n1 | -2 | 0
CCN1c2cc(C)ccc2-n2cccc2C12CCN(C(=O)NC(C)C)CC2 | 99* | 2
C=C1CCN(C(Cc2ccccc2)C(=O)OC)S(=O)(=O)c2ccc(F)cc21 (configuration not stated) | -13 | 7
Following part.
SMILES | mHTT-CaM PPI inh | Pf apPOL block
COc1ccc(-c2coc3cc(OC(C)=O)ccc3c2=O)cc1 | -1 | -13
CCOc1ccccc1C(=O)Nc1sc(C)c(C)c1C#N | -5 | 0
CC1=C(C(=O)Nc2ccccn2)C(c2ccccc2)n2nnnc2N1 (configuration not stated) | 13 | -7
O=C1OC(c2ccc3c(c2)OCO3)=N/C1=C\c1ccc([N+](=O)[O-])cc1 | -2 | 12
O=[N+]([O-])c1ccc(NN=Cc2ccccc2)c([N+](=O)[O-])c1 | . | -5
O=C(COc1ccc([N+](=O)[O-])cc1)c1ccc(Cl)cc1 | -1 | 4
CCOc1ccc(N(C(C)C(=O)Nc2ccc(F)cc2)S(C)(=O)=O)cc1 (configuration not stated) | 0 | 3
O=C1CCC2(CCC(c3ccccc3)CC2)N1CCCO (configuration not stated) | -13 | -5
O=C(Nc1c[nH]c(=O)[nH]c1=O)c1ccccc1F | 0 | -2
CCCCN(C)C(=O)c1cn2ccncc2n1 | -4 | 0
CC1CCC2(CC1)OCC(C(=O)NCCN1CCCC1)N2C(=O)c1ccccc1F (configuration not stated) | 12 | -4
O=C(NCc1ccc(F)c(Cl)c1)c1ccc(-c2cncnc2)nc1 | 4 | 2
N#C/C(=C\c1ccc(-c2ccc(Br)cc2)o1)C(=O)Nc1ccccc1O | -1 | 26
CCOc1ccc(C(=O)Nc2ccccc2OC)cc1[N+](=O)[O-] | -8 | -5
O=C(CSc1ncccc1C(=O)O)Nc1cc(Cl)cc(Cl)c1 | . | 1
O=[N+]([O-])c1ccc(-c2nnnn2Cc2c(Cl)cccc2Cl)cc1 | . | -3&9
Cc1cc(C)nc(Nc2nc(C(=O)Nc3ccc(N4CCOCC4)cc3)cs2)n1 | 25 | 0
Cc1sc(NC(=O)C2C3CCC(C3)C2C(=O)O)c(C(N)=O)c1-c1ccccc1 (configuration not stated) | 0 | 1
O=C(c1ccc(Cl)cc1)N1CCN(C(=O)c2ccco2)CC1 | -4 | -1
COc1ccc(-c2cc(C(F)(F)F)n3nc(C(=O)Nc4ccc(OC)cc4OC)cc3n2)cc1 | -3 | -2
CC(=O)Nc1ccc(S(=O)(=O)Nc2ccccc2C(=O)NC2CCCCC2)cc1 | -2 | -1
COc1ccccc1C/C(N)=N/OC(=O)Cc1ccc(Cl)cc1 | i | -1
CCOc1ccc(C(=O)C=CC(=O)O)cc1 | . | -4
O=C(Nc1ccccc1)Nc1ccc(I)cc1F | -6 | -1
CCn1ccc2sc(C)c(C(=O)NCc3cccc(F)c3)c2c1=O | 20 | 6
CCC(C)NC(=O)N1CCC2(CC1)Nc1cc(F)ccc1-n1cccc12 (configuration not stated) | 37 | -3
COc1cc(C=Nc2c(-c3ccco3)nc3ccc(Cl)cn23)ccc1O | 27 | -6
COc1ccccc1C=CC=C1Oc2cc(OCC(C)=O)ccc2C1=O | 18 | 2
COc1ccc(C2=CC(c3ccccc3Cl)n3ncnc3N2)cc1 (configuration not stated) | 2 | -4
O=C(Nc1ccccc1)N1CCCCCC1c1cccc(F)c1 (configuration not stated) | -10 | -5
O=C(NCC(O)C1CCCCC1)c1cnc2ccccc2n1 (configuration not stated) | -4 | 0
COc1ccc(N(CC(=O)NCc2ccco2)S(C)(=O)=O)cc1OC | 5 | 5
Cc1c(C(=O)Nc2ccccc2Cl)sc2ncn(Cc3ccccc3F)c(=O)c12 | -2 | -14
COc1ccc(Cl)cc1NC(=O)C1OC2OC(C)(C)OC2C2OC(C)(C)OC12 (configuration not stated) | 2 | -8
COc1cc(-c2ccc(NC(=O)c3ccco3)c(OC)c2)ccc1NC(=O)c1ccco1 | -4 | 0
CCc1nc2c(NC(=O)c3cccc(OC)c3)cccn2n1 | 0 | -1
O=C(Nc1ccccc1SCc1noc(-c2cccs2)n1)c1c(F)cccc1F | . | -14
Cc1nn(-c2ccc(Br)cc2)c2c1C(=O)CC(C)(C)C2 | -8 | -1
Cc1ccc(-c2nc(C(=O)NCCc3ccccc3)cs2)n1C | 99* | 1
CC1CN(C(=O)NC(C)(C)C)CC1c1nc(-c2ccccc2)no1 (configuration not stated) | -4 | 2
CCn1c(=O)c(-c2nc(-c3ccccc3F)no2)c(O)c2ccc(F)cc21 | -3 | -2
O=c1c(-c2ccccc2)c(C(F)(F)F)oc2cc(O)ccc12 | -4 | 2
Cc1cccn2c(=O)c3cc(C(=O)NCc4ccco4)c(=N)n(CC4CCCO4)c3nc12 (configuration not stated) | 4 | -11
O=C(NCc1ccc2c(c1)CCO2)Nc1cccc(C(F)(F)F)c1 | . | 0
COc1ccc(NC(=O)Cc2ccccc2[N+](=O)[O-])cc1Cl | 1 | 0
Cc1noc(NS(=O)(=O)c2ccc(NC(=O)COc3ccc(Cl)cc3Cl)cc2)c1C | 9 | 0
CCN1c2ccc(C)cc2C(=O)NC12CCN(C(=O)c1ccc(OC)cc1)CC2 | 12 | -1
CC(C)(C)c1cc(C(=O)NN)n(Cc2ccc(F)cc2)n1 | . | -3&-12
NNC(=O)c1cc(-c2ccccc2)nc2ccccc12 | -2 | -2
O=C(Nc1ccc2oc(-c3ccc(Cl)c(Cl)c3)nc2c1)c1ccco1 | 4 | -2
O=C(Nc1ccc(F)cc1)N1CCC(CCOc2ccccc2)CC1 | -8 | -1
C[C@@H]1NS(=O)(=O)c2ccc(F)cc2O[C@@H]1c1ccccc1 | -14 | -8
COCCN1COc2ccc3c(=O)c(Oc4ccc(C(=O)OC)cc4)coc3c2C1 | 7 | 9
CCn1c(C(=O)O)c(CC(=O)N(C)c2ccc(Br)cc2)c2ccccc21 | 1 | -4
COc1cccc(NC(=O)c2nn(-c3ccccc3OC)c(=O)c3ccccc23)c1 | -3 | -1
CC(=O)c1c(C(=O)O)c(C)n(C2CC2)c1C | . | 3
Cc1cccc2oc(-c3cccc(N=Cc4cc([N+](=O)[O-])ccc4O)c3)nc12 | 23 | 0
O=C(Nc1ccc(-c2nc3ncccc3o2)cc1)c1ccc(Cl)c([N+](=O)[O-])c1 | 4 | -4
CCc1ccc(OCCCC(=O)Nc2ncn[nH]2)cc1 | 5 | -4

High-throughput results from PubChem.
